FUS yeast rescue: suppressors of FUS proteinopathy in yeast; 0.24% of 390,000 active; AID 1347120; S. cerevisiae FUS-expressing, growth rescue, OD600, 24 h; Potency, µM (highest dose often 76.6 µM), for inactives: top-dose growth rescue (activation), most hits filed as activators;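 also: potency is read from the fitted curve at half-maximal effect; plate controls were DMSO vehicle for no effect and reference control for full effect; nearly all actives have a fitted effect of over 55% in size; some results filed as inactive show a strong effect at the top dose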
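Compound concentration series was pinned onto galactose-induced FUS-expressing yeast seeded at OD 0.005. Plates sat 24hr at 30C; absorbance at 600 nm gave growth. DMSO served as background control.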
WRN helicase inh: WRN helicase (human) inhibition; Q14191; Potency, µM (top dose mostly 114 µM), for inactives: at the top dose activity change, negative = inhibition, hits mostly inhibitors; WRN helicase unwinding, fluorescent forked duplex, kinetic; 0.46% of 360,000 active; also: potency is read from the fitted curve at half-maximal effect; % is scaled to controls: 0 for no effect and ±100 for the full control effect; nearly all actives have a fitted effect of over 55% in size
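Primary qHTS, 1536-well format. 20 nM WRN + compound, 15 min RT; start with 100 nM forked fluorophore/quencher duplex, 2 mM ATP (final); kinetic read ex 525/em 598 nm.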
EPAC1 ag: EPAC1 (human) agonism. O95398. EPAC1 agonist qHTS, biochemical assay; response scale: 100% = response to 6.5 mM cAMP. Potency, µM (doses to about 154 µM), inactives show top-dose activation, usual class: activators. 0.073% of 360,000 active; also: potency is read from the fitted curve at half-maximal effect; nearly all actives have a fitted effect of over 60% in size
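Normalized to 6.5 mM cAMP, activity reflects EPAC1-catalysed release of BODIPY-GDP from Rap1B, followed kinetically over 30 min at 480 nm excitation, 540 nm emission. Reaction contained 100 nM EPAC1, 250 nM Rap1B-BODIPY-GDP, 50 uM GDP.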
EPAC1 antag: EPAC1 (human) antagonism; O95398; EPAC1 GEF assay, Rap1b-BODIPY-GDP exchange fluorescence; Potency, µM (highest dose often 115 µM), for the others: top-dose activity change, negative = inhibition, usual class: inhibitors; 0.14% of 360,000 active;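 also: potency is read from the fitted curve at half-maximal effect; plate controls were vehicle for no effect and positive control for full effect; nearly all actives have a fitted effect of over 50% in size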
PI5P4K alpha inh: PI5P4K alpha (human) kinase inhibition; 1.2% of 330,000 active; max response, %; PI5P4Kalpha enzyme, ADP-Glo luminescence, 60 min; hits give low values; AID 652105; P48426; active = max response of -50% or lower; inconclusive = between -30% and -50%; inactive = -30% or higher; also: value at the top dose of about 77 µM; % is scaled to controls: 0 for no effect and ±100 for the full control effect
Target sequence (P48426 whole entry, looked up): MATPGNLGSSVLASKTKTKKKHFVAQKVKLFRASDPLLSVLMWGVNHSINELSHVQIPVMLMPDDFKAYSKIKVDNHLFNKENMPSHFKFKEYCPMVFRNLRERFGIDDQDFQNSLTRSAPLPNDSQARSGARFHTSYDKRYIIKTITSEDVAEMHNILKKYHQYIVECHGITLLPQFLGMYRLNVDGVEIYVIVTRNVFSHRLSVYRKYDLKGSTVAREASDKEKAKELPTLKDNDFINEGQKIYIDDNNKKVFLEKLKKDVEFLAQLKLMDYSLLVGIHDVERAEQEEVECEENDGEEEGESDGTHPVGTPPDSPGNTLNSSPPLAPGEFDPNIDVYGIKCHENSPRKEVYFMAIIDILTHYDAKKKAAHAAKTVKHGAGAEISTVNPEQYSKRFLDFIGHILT
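Compounds were pin-transferred onto PI5P4Kalpha and substrate in HEPES pH 7.4 buffer with EGTA, CHAPS and 5% DMSO. ATP (5 microM final) started the reaction, which ran 60 minutes at room temperature before ADP-Glo detection.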
Abeta yeast res: A-beta toxicity reversal in yeast | yeast expressing A-beta42, growth rescue, OD600, 48 h; response scale: 0% DMSO, 100% iron-clioquinol control | Potency, µM (highest dose often 46.1 µM), for inactives: at the highest dose growth rescue, usual class: activators | 0.063% of 410,000 active; also: potency is read from the fitted curve at half-maximal effect; nearly all actives have a fitted effect of over 55% in size
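Yeast growth medium received pinned compounds, then yeast cells expressing toxic A-beta were added; plates incubated at 30 C for 48 hr. Growth read as absorbance at 600 nm, normalized to DMSO and equimolar FeCl3 plus clioquinol controls.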
IL2 activator: activators of IL-2; IL-2 activation reporter assay, cell-based qHTS; stimulated with anti-CD3/CD4/CD28 beads; in transgenic mouse T cells; activation, % (series mostly up to about 46 µM); 0.065% of 360,000 active; AID 652025; in the data active = activation above about 50%; inconclusive = mostly about 30% to 49%; also: 0% is about no effect
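EGFP and DsRed fluorescence is measured by plate cytometry in unstimulated transgenic mouse T cells exposed to compound for 60 minutes, then stimulated 18 hours at 37 degrees C with anti-CD3/anti-CD4 beads plus anti-CD28.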
PLK1 PBD inh: blocks phosphopeptide binding to human PLK1 polo-box domain | P53350 | Plk1 PBD binding of FITC phosphopeptide, fluorescence polarization | Potency, µM, without a hit: max response, negative = inhibition, actives largely listed as inhibitors | 2.8% of 360,000 active; also: potency is read from the fitted curve at half-maximal effect; series mostly up to about 57 µM; % is scaled to controls: 0 for no effect and ±100 for the full control effect; nearly all actives have a fitted effect of over 65% in size
Target sequence (P53350 whole entry, looked up, the tested form may be a part): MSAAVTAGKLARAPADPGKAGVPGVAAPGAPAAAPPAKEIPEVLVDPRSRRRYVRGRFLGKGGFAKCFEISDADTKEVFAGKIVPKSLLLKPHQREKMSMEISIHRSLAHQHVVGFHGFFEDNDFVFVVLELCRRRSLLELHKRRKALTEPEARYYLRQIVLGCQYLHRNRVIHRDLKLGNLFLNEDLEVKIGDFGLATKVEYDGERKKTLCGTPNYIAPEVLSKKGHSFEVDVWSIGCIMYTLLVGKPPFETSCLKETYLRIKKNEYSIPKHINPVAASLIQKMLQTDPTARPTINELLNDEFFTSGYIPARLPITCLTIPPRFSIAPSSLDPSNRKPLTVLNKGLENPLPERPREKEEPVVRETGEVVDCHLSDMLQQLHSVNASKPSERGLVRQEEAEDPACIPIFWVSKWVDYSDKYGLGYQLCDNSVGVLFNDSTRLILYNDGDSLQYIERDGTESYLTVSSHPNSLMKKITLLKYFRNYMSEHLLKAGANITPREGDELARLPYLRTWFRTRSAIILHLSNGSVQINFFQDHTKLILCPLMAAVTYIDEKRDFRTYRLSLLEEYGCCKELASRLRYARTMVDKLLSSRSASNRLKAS
* marks the source's active call; other numbers are inactive results; ? = inconclusive; · = no result given; & = joins results of further samples; [ ] = dose if it differs, or a comment. Unless noted, calls follow the shape of the dose curve; as a rule, active = well fitted curve in the direction sought with a large enough effect; inconclusive = small, poorly fitted or top-dose-only effect, or another doubt; inactive = no such curve, though single readings can be large; an effect the other way counts as inactive or inconclusive.

SMILES	FUS yeast rescue	WRN helicase inh	EPAC1 ag	EPAC1 antag	PI5P4K alpha inh	Abeta yeast res	IL2 activator	PLK1 PBD inh
COc1ccc(CNC(=O)c2cc(-c3ccc(OC)c(OC)c3)on2)cc1	31%	0%	-9%	-1%	·	10%	-1.3	-1%
CCOC(=O)C1CCCN(C(=O)C(=O)c2cn(CC(=O)N3CCOCC3)c3ccccc23)C1 (stereo not given)	10%	-23%	3%	10%	-3	9%	-4.7	-8%
COc1ccccc1Oc1nnnn1-c1ccc(C(N)=O)cc1	11%	11%	0%	2%	·	-4%	-4.2	-11%
COc1ccc(C)cc1NC(=O)C(c1ccccc1)N1CCN(CC(=O)N2CCOCC2)CC1 (stereo not given)	-4%	-2%	-3%	5%	5	15%	-3.6	-2%
C[C@H](CO)N1C[C@H](C)[C@H](CN(C)C(=O)Nc2ccc(C(C)(C)C)cc2)OCc2cnnn2CCCC1=O	13%	4%	8%	-15%	5	-6%	-1.4	-17%
Cc1ccc2c(c1)nnn2C1CCN(C(=O)NCc2ccccc2)CC1	6%	0%	4%	5%	-1	5%	-1.8	-2%
O=C(COC(=O)COc1ccccc1)NC1CCCC1	-6%	-8%	-5%	?	-1	-20%	1.4	-14%
CCCC(C)c1nc(C(N)=O)c2[nH]c(=O)n(-c3ccc(OC)cc3OC)c2n1 (stereo not given)	5%	2%	-6%	-10%	0	-4%	1.7	7%
Cc1ccc(OCC(O)CN2CCN(CCO)CC2)c(C)c1 (stereo not given)	-9%	0%	4%	2%	0	10%	0.3	0%
O=C(C(=O)N1CCN(c2cccc(Cl)c2)CC1)N1CCCCC1	16%	-24%	12%	?	-3	12%	-0.2	-17%
O=C(Cn1c(=O)c(=O)n(Cc2ccccc2)c2ccc(Cl)cc21)Nc1ccc(F)cc1F	-5%	1%	-7%	-19%	2	-5%	15	12%
C=CCNC(=O)c1ccccc1NC(=O)c1ccccc1	18%	-4%	-9%	2%	·	0%	-0.3	0%
Cc1cc(C(=O)Nc2nnc(-c3ccccc3)s2)no1	24%	-7%	-13%	-5%	-4	-10%	1.3	-1%
Cc1ccc(S(=O)(=O)NCCC(=O)NCCN2CCCCCC2)cc1	-5%	-1%	15%	2%	·	7%	-0.1	-11%
O=C(CNC(=O)N1CC(=O)Nc2ccccc21)Nc1ccccc1F	24%	-14%	0%	25%	-2	-6%	-0.5	-9%

Given as a markdown table: entries from further up
| SMILES | FUS yeast rescue | WRN helicase inh | EPAC1 ag | EPAC1 antag | PI5P4K alpha inh | Abeta yeast res | IL2 activator | PLK1 PBD inh |
| --- | --- | --- | --- | --- | --- | --- | --- | --- |
| COc1ccc(CNC(=O)c2cc(-c3ccc(OC)c(OC)c3)on2)cc1 | 31% | 0% | -9% | -1% | · | 10% | -1.3 | -1% |
| CCOC(=O)C1CCCN(C(=O)C(=O)c2cn(CC(=O)N3CCOCC3)c3ccccc23)C1 (stereo not given) | 10% | -23% | 3% | 10% | -3 | 9% | -4.7 | -8% |
| COc1ccccc1Oc1nnnn1-c1ccc(C(N)=O)cc1 | 11% | 11% | 0% | 2% | · | -4% | -4.2 | -11% |
| COc1ccc(C)cc1NC(=O)C(c1ccccc1)N1CCN(CC(=O)N2CCOCC2)CC1 (stereo not given) | -4% | -2% | -3% | 5% | 5 | 15% | -3.6 | -2% |

Later entries.
SMILES	FUS yeast rescue	WRN helicase inh	EPAC1 ag	EPAC1 antag	PI5P4K alpha inh	Abeta yeast res	IL2 activator	PLK1 PBD inh
Cc1ccc(/C=N/NC(=O)CN2CCN(Cc3ccccc3)CC2)s1	20%	-3%	8%	0%	-6	-4%	-0.5	0%
Cc1ccc(NC(=O)C(C)SCc2ccccc2)cc1 (stereo not given)	-17%	0%	6%	-17%	3	0%	-0.1	-29%
O=C(Nc1ccc(S(=O)(=O)NCCc2ccccc2)cc1)c1ccncc1	3%	4%	5%	9%	-6	4%	-1.3	3%
Cc1nnc(SC(C)C(=O)Nc2ccc(S(=O)(=O)NC3CCCCC3)cc2)s1 (stereo not given)	8%	-4%[57.1 µM]	4%	5%	·	-3%	-0.5	0%
CCN1CCN(C(=O)CN(C)S(=O)(=O)c2cc(C)ccc2OC)CC1	15%	3%	7%	1%	2	-15%	-0.7	-12%
CCOCC(=O)N1CCCC(C(=O)OCC)C1 (stereo not given)	-56%	-19%	2%	0%	4	19%[9.22 µM]	1.0	0%
COc1ccc(Cl)cc1C(=O)C1CCCN(Cc2cnc(N3CCOCC3)s2)C1 (stereo not given)	-12%	-4%	-3%	-2%	-14	-9%	-1.8	13µM*
O=C(Nc1cc2c3c(c1)CC(=O)N3CCC2)c1ccco1	6%	1%	8%	5%	1	-13%	-3.4	-6%
O=C(Cc1ccccc1)N/N=C/c1cccc([N+](=O)[O-])c1	-14%	-5%	-8%	-19%	0	-11%	4.8	-5%
Cc1cc2c(cc1C)-n1nnnc1C(N1CCN(c3ccccn3)CC1)C(c1ccc3c(c1)OCO3)=N2 (stereo not given)	14%	1%	4%	4%	2	-10%	-0.6	-12%
Cc1ccc(CN(Cc2ccccn2)C(=O)Nc2c(F)cccc2F)cc1	2%	3%	4%	-1%	-3	7%	-2.6	-13%
COc1ccc(/C=N/NC(=O)CCN2CCN(c3ccccc3)CC2)c(OC)c1OC	13%	2%	-2%	2%	2	-3%	-0.4	-2%
Cc1ccc(NC(=O)c2cc(CC(C)C)nc3ccccc23)cc1	23%	-2%	3%	-12%	10	-5%	-2.2	2%
COc1ccccc1N1CCN(C(=O)CN2C(=O)c3cccc4cccc(c34)C2=O)CC1	4%	3%	3%	-4%	-1	5%	-3.3	-4%
CC(C)C(=O)NC(c1ccc(Cl)cc1Cl)c1ccc2cccnc2c1O (stereo not given)	-1%	-4%	3%	-8%	-1	-26%	-1.0	1%
CNC[C@H](O)c1ccc(O)c(O)c1	-22%	·	-11%	-1%	-1	-12%	-0.3	-4%
Cc1ccccc1CCN(C(=O)Cn1nnc2ccccc21)C(C(=O)NC(C)(C)C)c1ccsc1 (stereo not given)	10%	-16%	3%	-28%	·	-14%	0.7	-5%
COc1cccc(CNC(=O)CSc2nnc3c(n2)[nH]c2ccc(OC)cc23)c1	0%	-3%	3%	2%	-4	-7%	0.3	-6%
CCOC(=O)C1CCCN(C(=O)c2cc(S(=O)(=O)N3CCCCC3)ccc2Cl)C1 (stereo not given)	15%	-32%	-1%	-6%	-5	0%	-0.8	-10%
Cc1noc(C)c1-c1ccc(C(=O)NCc2ccncc2)c2occc12	-9%	-1%	-16%	-2%	1	-10%	-0.9	-4%
CC(=O)Nc1cc2nn(-c3ccccc3)nc2cc1Cl	-1%	4%	-2%	1%	1	8%	1.1	-3%
CCc1nnc(SCC(=O)Nc2ccccc2Cl)nc1CC	?	-10%	9%	-28%	-7	9%&8%	1.6	-17%
Cc1ccc(S(=O)(=O)N(C)C)cc1NC(=O)COC(=O)Cc1n[nH]c(=O)c2ccccc12	?	-28%	-4%	6%	-12	-1%	-4.4	-11%
CN(Cc1ccccc1)C(=O)c1nc2ccccn2c1CN1CCCC1c1nccs1 (stereo not given)	13%	-8%	-15%	-17%	2	6%	-2.1	-1%
Cc1ccc2c(c1)N(CC(=O)Nc1c(C)cccc1C)C(=O)c1cccnc1O2	5%	11%	-8%	1%	-4	0%	-1.1	-10%
Cc1cc(=O)oc2cc(O)cc(OCc3ccccc3)c12	·	1%	-3%	1%	-3	13%	-6.8	5%
CCC(=O)N(CCc1ccc(S(N)(=O)=O)cc1)C1CC(=O)N(c2ccc(OC)cc2)C1=O (stereo not given)	27%	-17%	-4%	9%	0	-11%	4.8	-2%
Cc1ccc(NS(=O)(=O)N2CCOCC2)cc1Cl	-16%	3%	3%	-2%	-3	19%	-2.3	-15%
CC(C)N(Cc1ccccc1)C(=S)Nc1cccnc1	-1%	-2%	12%	-15%	0	-7%	0.8	-5%
Cc1ccc(CNC(=O)C2CCCN(c3nc4ccccc4o3)C2)cc1 (stereo not given)	-20%	-5%	3%	-10%	-1	-4%	2.2	-14%
O=C(CN1CCCCCC1)Nc1ccccc1	7%	-4%	-1%	-23%	-2	3%	-0.6	-20%
CC(C)(C)OC(=O)C[C@@H]1C/C=C\C[C@H](CC(=O)NCCO)C(=O)N[C@@H](Cc2ccccc2)COC1=O	10%	4%	2%	0%	5	11%	0.7	-1%
COc1ccc(C2=NOC(C(=O)Nc3cccnc3)C2)cc1OC (stereo not given)	-4%	-5%	11%	-9%	0	-3%	1.3	1%
Cc1c(F)cccc1NC(=O)CCCCCC1NC(=O)NC1C (stereo not given)	3%	1%	-3%	-7%	-4	4%	-0.5	-4%
CCN(C(=O)CN1CCN(c2ccc(O)cc2)CC1)c1c(N)n(Cc2ccccc2)c(=O)[nH]c1=O	74%	-13%	-8%	-7%	-2	0%	0.4	27µM*
O=C1NC(=O)C2C1C(c1ccccc1)N1C3C(=O)NC(=O)C3C(c3ccccc3)N21 (stereo not given)	21%	-2%	5%	7%	-1	-16%	0.2	-10%
Cn1nnnc1SCc1cc(=O)[nH]c2ccccc12	-37%	-13%	-10%	-7%	9	-1%	-0.4	-19%
O=C(CCSCCC(=O)NN=Cc1ccccc1)NN=Cc1ccccc1	27%	4%	-6%	25%	6	-5%	0.7	2%
CCOC(=O)N(C)c1c(CC)nc2c(OCc3cc(Cl)cc(Cl)c3)cccn12	10%	-4%	6%	-14%	2	18%	-0.3	-2%
Cn1c(=O)c2c(ncn2CC(COCc2ccccc2Cl)OCc2ccccc2Cl)n(C)c1=O (stereo not given)	44%	-25%	13%	-17%	5	18%	-2.8	-1%
NS(=O)(=O)c1cc(C(=O)OCC(=O)N2CCOCC2)ccc1Cl	22%	0%	10%	5%	7	10%	0.9	-9%
Cc1c(C(=O)O)oc2c1ccc1ccccc12	8%	-19%	-1%	6%	?	-32%[inhibitor]	-0.3	-1%
CCN(CC)CCNC(=O)c1cn(CC)c2ccc(S(=O)(=O)N(C)C)cc2c1=O	-11%	8%	2%	-3%	0	7%	-1.7	-2%
O=C(Nc1sc2c(c1C(=O)NCCCO)CCCC2)c1ccccc1	-17%	-3%	2%	-6%	5	7%	-2.6	1%
O=C(NCCN1C(=O)S/C(=C\c2cccs2)C1=O)c1ccco1	-6%	7%	1%	5%	-6	3%	1.2	-2%
COC(=O)c1ccccc1S(=O)(=O)N1CCC(C(=O)NC2CCCCC2C)CC1 (stereo not given)	2%	6%	5%	-15%	3	-11%	2.3	-9%
CC(C)NC(=O)CSc1nc(Cc2cccs2)nc2ccccc12	18%	-5%	14%	-1%	·	18%	-0.2	-18%
CC(C)CN1CCN(Cc2cccn2-c2ccc(Cl)cn2)CC1CCO (stereo not given)	29%	-3%	-7%	4%	9	-14%	-0.8	-6%

Compound activity (PubChem BioAssay)
